Screening results (PubChem)
PTHR1 ag: qHTS for PTHR1 Agonists: Primary Screen; Parathyroid hormone/parathyroid hormone-related peptide receptor (Homo sapiens), Q03431; HEK293 GP2 PTHR1 cells, GloSensor cAMP luminescence, 1 h; Potency, µM (series often up to 115 µM), for inactives: top-dose activation, hits mostly activators; 410,000 tested, 0.075% active; AID 743266, 2014; note: potency is the fitted concentration of half-maximal effect; nearly all actives have a fitted effect of over 55% in size; some results filed as inactive show a strong effect at the top dose; inactives centre near -15; many of its hits are not listed in these tables
Target sequence (Q03431 whole entry, looked up): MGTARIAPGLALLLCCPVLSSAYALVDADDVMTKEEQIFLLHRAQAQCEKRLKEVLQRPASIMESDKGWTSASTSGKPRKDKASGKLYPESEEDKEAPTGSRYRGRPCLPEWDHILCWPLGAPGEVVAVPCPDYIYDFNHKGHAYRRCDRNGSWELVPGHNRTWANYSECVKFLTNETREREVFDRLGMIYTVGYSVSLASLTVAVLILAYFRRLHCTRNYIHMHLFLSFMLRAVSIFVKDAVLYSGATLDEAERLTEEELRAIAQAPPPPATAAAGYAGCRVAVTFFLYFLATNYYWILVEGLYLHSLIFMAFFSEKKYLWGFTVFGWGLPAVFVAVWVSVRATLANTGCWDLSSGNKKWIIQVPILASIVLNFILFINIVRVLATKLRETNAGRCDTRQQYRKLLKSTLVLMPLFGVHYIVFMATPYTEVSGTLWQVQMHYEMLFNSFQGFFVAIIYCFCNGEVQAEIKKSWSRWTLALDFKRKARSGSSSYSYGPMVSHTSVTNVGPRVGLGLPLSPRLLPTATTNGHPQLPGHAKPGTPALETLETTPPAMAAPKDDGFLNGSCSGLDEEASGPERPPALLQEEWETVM
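HEK-293-derived GP2 cells expressing PTHR1 and a GloSensor cAMP reporter, 3,000/well, plated overnight, given luciferin plus IBMX (each 0.5 mM as added) for 1 h at 37 °C, then compound for 1 h at 37 °C. Luminescence was read after 15 min at room temperature.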
GLP-1R inv ag: qHTS of GLP-1 Receptor Inverse Agonists (Inhibition Mode); Glucagon-like peptide 1 receptor (Homo sapiens), P43220; HEK293 GLP-1R CRE-luciferase, luminescence, 24 h; GLP-1R form is constitutively active; Potency, µM (titrated, usually from 38.3 µM), inactives show at the top dose activity change, negative = inhibition, most hits filed as inhibitors; 410,000 tested, 1.6% active; note: potency is the fitted concentration of half-maximal effect; % is set by controls: 0 for no effect and ±100 for the full control effect; nearly all actives have a fitted effect of over 55% in size
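Cells are plated, allowed 12 hours at 37 deg C, then treated with compounds for 24 hr before luciferase detection reagent is added and luminescence is read after 12 min at room temperature. The HEK293 line carries constitutively active GLP-1R with a cAMP-responsive reporter.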
IL-2 act: qHTS of IL-2 Activators; 360,000 tested, 0.065% active; activation, % (series mostly up to about 46 µM); IL-2 activation reporter assay, cell-based qHTS; stimulated with anti-CD3/CD4/CD28 beads; in transgenic mouse T cells; AID 652025, 2013; in the data active = activation above about 50%; inconclusive = mostly about 30% to 49%; note: 0% is about no effect
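Using fluorescent plate cytometry, EGFP and DsRed are detected in transgenic mouse T cells stimulated 18 h at 37 degrees C with antibody-coated beads after 60 min compound pretreatment.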
PI5P4Ka inh: qHTS for Inhibitors of phosphatidylinositol 5-phosphate 4-kinase (PI5P4K) | 330,000 tested, 1.2% active | max response, % | PI5P4Kalpha enzyme, ADP-Glo luminescence, 60 min; hits give low values | Phosphatidylinositol 5-phosphate 4-kinase type-2 alpha (Homo sapiens), P48426; active = max response of -50% or lower; inconclusive = between -30% and -50%; inactive = -30% or higher; note: value at the top dose of about 77 µM; % is set by controls: 0 for no effect and ±100 for the full control effect
Target sequence (P48426 whole entry, looked up): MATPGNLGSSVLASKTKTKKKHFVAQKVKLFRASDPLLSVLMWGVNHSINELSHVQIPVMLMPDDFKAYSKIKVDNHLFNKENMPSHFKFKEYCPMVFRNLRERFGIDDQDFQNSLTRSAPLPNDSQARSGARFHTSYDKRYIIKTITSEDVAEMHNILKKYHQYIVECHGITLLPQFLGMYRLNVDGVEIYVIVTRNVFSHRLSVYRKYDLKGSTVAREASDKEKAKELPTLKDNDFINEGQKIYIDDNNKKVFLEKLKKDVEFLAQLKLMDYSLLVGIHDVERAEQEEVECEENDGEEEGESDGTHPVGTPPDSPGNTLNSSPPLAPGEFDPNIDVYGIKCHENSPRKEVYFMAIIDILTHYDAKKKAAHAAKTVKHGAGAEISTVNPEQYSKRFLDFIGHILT
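Luminescence from ADP-Glo served as readout of PI5P4Kalpha activity in a qHTS format. Reaction: enzyme, substrate, compound, ATP at 5 microM final, 60 min at RT.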
HEK293 tox: qHTS of GLP-1 Receptor Inverse Agonists: Cytotox Screen; Potency, µM (doses to about 38.3 µM), without a hit: at the top dose activity change, negative = inhibition, usual class: inhibitors; HEK293 cAMP-luciferase reporter cells, luminescence, 24 h; 410,000 tested, 0.13% active;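 note: loss of luciferase light is scored as toxicity; potency is the fitted concentration of half-maximal effect; % is set by controls: 0 for no effect and ±100 for the full control effect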
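Step one: seed cells (200 cells/uL, DMEM with 10% Nu serum, 1% pen-strep). Step two: 12-hour incubation at 37 deg C. Step three: pin 23 nL compound, incubate 24 hr. Step four: add luciferase reagent, read luminescence 12 min later.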
EPAC1 ag: qHTS for Agonist of cAMP-regulated guanine nucleotide exchange factor 3 (EPAC1): primary screen. EPAC1 agonist qHTS, biochemical assay; response scale: 100% = response to 6.5 mM cAMP. Potency, µM (titrated, usually from 154 µM), inactives show at the highest dose activation, usual class: activators. 360,000 tested, 0.073% active. AID 720707, 2013; note: potency is the fitted concentration of half-maximal effect; nearly all actives have a fitted effect of over 60% in size
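Multi-concentration qHTS readout: loss of Rap1B-bound BODIPY-GDP fluorescence driven by 100 nM EPAC1 with excess GDP (50 uM), monitored kinetically at room temperature; agonist response expressed relative to 6.5 mM cAMP.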
EPAC1 antag: qHTS for Antagonist of cAMP-regulated guanine nucleotide exchange factor 3 (EPAC1): primary screen | Rap guanine nucleotide exchange factor 3 (Homo sapiens), O95398 | EPAC1 GEF assay, Rap1b-BODIPY-GDP exchange fluorescence | Potency, µM (titrated, usually from 115 µM), for inactives: at the highest dose activity change, negative = inhibition, hits mostly inhibitors | 360,000 tested, 0.14% active | AID 720709, 2013;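 note: potency is the fitted concentration of half-maximal effect; plate controls were vehicle for no effect and positive control for full effect; nearly all actives have a fitted effect of over 50% in size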
PLK1 PBD inh: qHTS for Inhibitors of PLK1-PDB (polo-like kinase 1 - polo-box domain): Primary Screen; Plk1 PBD binding of FITC phosphopeptide, fluorescence polarization; Potency, µM, for inactives: max response, negative = inhibition, hits mostly inhibitors; 360,000 tested, 2.8% active; AID 720504, 2013; note: potency is the fitted concentration of half-maximal effect; series mostly up to about 57 µM; % is set by controls: 0 for no effect and ±100 for the full control effect; nearly all actives have a fitted effect of over 65% in size
GLP-1R agonist: qHTS of GLP-1 Receptor Agonists. HEK293 GLP-1R CRE-luciferase, luminescence, 4-6 h; cells express a hypersensitive GLP-1R form. Potency, µM (titrated, usually from 45.6 µM), inactives show top-dose activation, hits mostly activators. 380,000 tested, 0.007% active; note: potency is the fitted concentration of half-maximal effect; % of control where 0% means no effect
An asterisk follows results filed as active; i = inactive; ? = inconclusive; / = not tested or not shown; [ ] = remark or other dose. Unless noted, calls come from the whole dose curve; as a rule, active = well fitted curve in the direction sought with a large enough effect; inconclusive = small, poorly fitted or top-dose-only effect, or another doubt; inactive = no such curve, though single readings can be large; an effect the other way counts as inactive or inconclusive. An excerpt, so the mix of outcomes need not match the whole.

Below each compound – PTHR1 ag	HEK293 tox	PI5P4Ka inh	IL-2 act	GLP-1R inv ag	EPAC1 ag	GLP-1R agonist	PLK1 PBD inh	EPAC1 antag
#1 COc1cc(NC(=S)N2CCOCC2)c(OC)cc1Cl
 : -3%	-4%	1	1.0	-6%	-15%	2%	-14%	-7%
#2 CSc1ncccc1C(=O)OCC(=O)c1cc(C)n(C)c1C
 : -42%[inhibitor]	-16%	-4	-0.1	18%	1%	-17%	-3%	1%
#3 Cn1ncc(Br)c1NC(=O)Nc1ccc(Cl)cc1
 : i	-2%	-3	-0.5	-11%	-6%	-5%	-2%	2%
#4 O=C(NC(Cc1ccc(F)cc1)C(=O)O)c1ccccc1 (stereo not drawn)
 : 0%	-7%	-1	0.4	1%	-1%	-6%	-3%	8%
#5 COc1ccc(C(=O)C[n+]2ccc3c(c2)nc(-c2ccccc2)n3C)cc1
 : i	3%	2	2.0	-15%	3%	5%	0%	6%
#6 O=C(c1ccc(Br)s1)N1CCN(c2ncccn2)CC1
 : 14%[57.5 µM]	3%	/	0.6	-8%	13%	-3%	-3%	-8%
#7 Cn1c(CSc2nc3ccc(Br)cc3[nH]2)nc2ccccc21
 : ?	-4%	/	-2.4	-17%	5%	12%	1%	-3%
#8 CCOC(=O)N1CCC(NC(=O)c2cc(C(=O)NC3CCN(Cc4ccccc4)CC3)ccc2CO)CC1
 : 5%	11%	-20	-0.9	7%	-9%	4%	-11%	-13%
#9 CCOc1ccc(C(=O)N(c2ccccn2)C2CCCCC2)cc1
 : 27%	-2%	-4	-3.1	-4%	-23%	2%	-6%	-7%
#10 COc1cc2c(cc1OC)C(COc1ccccc1OC)N(C(=O)c1ccco1)CC2 (stereo not drawn)
 : i	10%[0.307 µM]	2	-0.6	9%[0.307 µM]	0%	?	-12%	6%
#11 CC1(C)C(=O)NCCN1C(=O)CCCC(=O)O
 : i	3%	1	-0.4	17%	8%	4%	-4%	-3%
#12 CC(C)(C)c1ccc(OCCC(=O)Nc2cccc(S(=O)(=O)NC3=NCCCCC3)c2)cc1
 : -24%	-21%	0	-4.9	?	-10%	9%	4%	-26%
#13 Cc1cc(C)c(NC(=S)NC(=O)c2ccc(-c3ccccc3)cc2)c(C)c1
 : -17%	-3%	-2	-0.9	?	-9%	20%	-8%	10%
#14 CC(C)CN(C(=O)COC(=O)CCC(=O)c1ccc(F)cc1)c1c(N)n(Cc2ccccc2)c(=O)[nH]c1=O
 : i	7%	4	-1.0	2%	-6%	-2%	1%	-4%
#15 CN(C)S(=O)(=O)c1ccc(S(=O)(=O)Nc2ccc3c(c2)oc2ccccc23)cc1
 : -14%[57.5 µM]	4%	/	-1.8	0%	27%	2%	-15%	-10%

Continued:
Below each compound – PTHR1 ag	HEK293 tox	PI5P4Ka inh	IL-2 act	GLP-1R inv ag	EPAC1 ag	GLP-1R agonist	PLK1 PBD inh	EPAC1 antag
#16 Cc1ccc(NC(=O)COC(=O)CCc2c[nH]c3ccccc23)c(C)c1
 : i	2%	-1	0.9	9%	-4%	-7%	-2%	-5%
#17 CCOC(=O)C1(Cc2cccc(Cl)c2)CCCN(C(=O)CCOC)C1 (stereo not drawn)
 : i	-2%	7	-1.3	-6%	-1%	1%	0%	-1%
#18 OC1(c2cccc(F)c2)CCN(Cc2ccncc2)CC1
 : i	-5%	1	-0.1	4%	-4%	-1%	-10%	-1%
#19 CC(=O)Nc1ccc(S(=O)(=O)N(C)CC(=O)OC(C)C(=O)NC2CCCC2)cc1 (stereo not drawn)
 : i	14%	1	-0.3	18%	-1%	4%	-1%	3%
#20 COc1ccc(N2CCN(C(=O)c3cccc4nc(C)oc34)CC2)cc1
 : i	-6%	1	0.5	23%	15%	7%	-7%	8%
#21 COc1cccc(-c2nnc(NC(=O)c3ccc(Cl)s3)o2)c1
 : i	?	-11	-2.7	?	-14%	-6%	-8%	6%
#22 COc1cc2c(cc1OC)C(C)=NCC2
 : i	-5%	9	1.4	6%	-11%	-5%	-1%	11%
#23 COc1ccc(S(=O)(=O)N2CCN(CCOc3ccc(Br)cc3)CC2)cc1OC
 : -31%[inhibitor]	11%	15	-0.2	?	5%	12%	6%	-13%
#24 CC(C)(C)C(=O)Nc1ccc(N2CCN(S(C)(=O)=O)CC2)cc1
 : -17%	29%	11	0.9	47%	-8%	6%	9%	8%
#25 CCC(=O)N(c1ccc(C(=O)O)cc1)c1nc(-c2ccc(OC)cc2)c(C)s1
 : -50%[inhibitor]	-5%	-3	0.2	-23%	4%	12%	-12%	-6%
#26 O=C(CN1C(=O)c2ccccc2S1(=O)=O)NCCSCc1ccccc1Cl
 : -40%	-5%	-3	-0.9	13%	15%	20%	-3%	-2%
#27 CC1CCCCC1NC(=O)NC(=O)COC(=O)c1cncc(Br)c1 (stereo not drawn)
 : -35%[inhibitor]	-5%	-6	-0.3	6%	-8%	-2%	-8%	3%
#28 CCOC(=O)N1CCN(C(=O)COc2cc(=O)n(C)c3ccccc23)CC1
 : -1%[57.5 µM]	9%	/	-2.6	4%	7%	0%	-19%	-6%
#29 Cc1cc(C)c(S(=O)(=O)c2ccccc2C)c(N(C)C)n1
 : i	-1%	13	-0.1	?	1%	-1%	-1%	-6%
#30 CC(C)c1nc(SCC(=O)N2CC(=O)Nc3ccccc32)c2ccccc2n1
 : -18%	-7%	4	-3.5	-22%	-2%	18%	-13%	-13%

Fetched by compound from the list above, 3 records:
Below each compound – PTHR1 ag	HEK293 tox	PI5P4Ka inh	IL-2 act	GLP-1R inv ag	EPAC1 ag	GLP-1R agonist	PLK1 PBD inh	EPAC1 antag
#20 COc1ccc(N2CCN(C(=O)c3cccc4nc(C)oc34)CC2)cc1
 : i	-6%	1	0.5	23%	15%	7%	-7%	8%
#8 CCOC(=O)N1CCC(NC(=O)c2cc(C(=O)NC3CCN(Cc4ccccc4)CC3)ccc2CO)CC1
 : 5%	11%	-20	-0.9	7%	-9%	4%	-11%	-13%
#23 COc1ccc(S(=O)(=O)N2CCN(CCOc3ccc(Br)cc3)CC2)cc1OC
 : -31%[inhibitor]	11%	15	-0.2	?	5%	12%	6%	-13%

Part of the list above in order of molar mass, largest number first:
Below each compound – PTHR1 ag	HEK293 tox	PI5P4Ka inh	IL-2 act	GLP-1R inv ag	EPAC1 ag	GLP-1R agonist	PLK1 PBD inh	EPAC1 antag
#23 COc1ccc(S(=O)(=O)N2CCN(CCOc3ccc(Br)cc3)CC2)cc1OC
 : -31%[inhibitor]	11%	15	-0.2	?	5%	12%	6%	-13%
#27 CC1CCCCC1NC(=O)NC(=O)COC(=O)c1cncc(Br)c1 (stereo not drawn)
 : -35%[inhibitor]	-5%	-6	-0.3	6%	-8%	-2%	-8%	3%
#22 COc1cc2c(cc1OC)C(C)=NCC2
 : i	-5%	9	1.4	6%	-11%	-5%	-1%	11%

Remaining list, next part.
Below each compound – PTHR1 ag	HEK293 tox	PI5P4Ka inh	IL-2 act	GLP-1R inv ag	EPAC1 ag	GLP-1R agonist	PLK1 PBD inh	EPAC1 antag
#31 CCc1ccc(CC2S/C(=C(\C#N)C(C)=O)NC2=O)cc1 (stereo not drawn)
 : -13%[57.5 µM]	-10%	/	4.6	?	3%	-7%	-11%	4%
#32 COc1ccc(C(=S)N2CCOCC2)cc1OC(=O)c1cccc([N+](=O)[O-])c1
 : -37%[inhibitor]	3%	2	1.2	14%	3%	-5%	-11%	6%
#33 COc1ccccc1NC(=S)NC(NC(=O)c1ccco1)C(Cl)(Cl)Cl (stereo not drawn)
 : i	5%	0	-0.6	?	2%	-11%	-9%	-13%
#34 COCCNC(=O)C(c1ccc(F)cc1)N(C(=O)CCC(=O)Nc1ccccn1)C1CCCCC1 (stereo not drawn)
 : -2%	?	4	-3.6	0%	-2%	5%	1%	-16%
#35 CCC(=O)Nc1ccc(S(=O)(=O)NCC2CCCO2)cc1 (stereo not drawn)
 : -23%	5%	/	-0.2	17%	10%	4%	-7%	-28%
#36 O=C1c2ccccc2C(=O)N1Cc1nc(-c2ccncc2)no1
 : i	-10%	/	0.6	2%	8%	-3%	-1%	-10%
#37 COc1ccc(N2CCN(C(=O)c3nc4nc(C)cc(C)n4n3)CC2)cc1
 : 15%	5%	-3	0.4	-9%	3%	-1%	-6%	17%
#38 CCc1cc2c(=O)n(Cc3ccco3)c(SCC(=O)NC3CCS(=O)(=O)C3)nc2s1 (stereo not drawn)
 : i	-2%	-18	-2.5	6%	-9%	2%	-6%	-1%
#39 CCOC(=O)C1=C(C(=O)OCC)c2ccc(OC)c(OC)c2C1
 : -2%	2%	2	-0.1	39%[activator]	3%	23%	-9%	-10%
#40 CCc1nc2ccc(C(=O)NCCOc3ccc(OC)cc3)cn2c1N(C)Cc1cccs1
 : -32%[inhibitor]	-6%	3	-1.0	?	-9%	1%	0%	-19%
#41 Oc1[nH]c(N=C2N=c3ccccc3=N2)c2ccccc12
 : -28%	?	15	-4.2	-46%	3%	21%	4%	-4%

Complete entries, looked up by structure:
`COc1ccc(C(=S)N2CCOCC2)cc1OC(=O)c1cccc([N+](=O)[O-])c1` is listed as PTHR1 ag: -37%[inhibitor]; HEK293 tox: 3%; PI5P4Ka inh: 2; IL-2 act: 1.2; GLP-1R inv ag: 14%; EPAC1 ag: 3%; GLP-1R agonist: -5%; PLK1 PBD inh: -11%; EPAC1 antag: 6%
`O=C1c2ccccc2C(=O)N1Cc1nc(-c2ccncc2)no1` is listed as PTHR1 ag: i; HEK293 tox: -10%; PI5P4Ka inh: /; IL-2 act: 0.6; GLP-1R inv ag: 2%; EPAC1 ag: 8%; GLP-1R agonist: -3%; PLK1 PBD inh: -1%; EPAC1 antag: -10%
